From PubChem BioAssay
PHOSPHO1 inh – PubChem AID 1565; hit rate 1.1% among 290,000; recombinant PHOSPHO1, absorbance phosphatase assay; Phosphoethanolamine/phosphocholine phosphatase (Homo sapiens), Q8TCT1; inhibition, % at 13.3 µM; in the data active = inhibition above about 60%
GPR7 antagonist – GPR7 receptor antagonists, primary screen, cell-based, fluorescence, single concentration; hit rate 1.1% among 290,000; GPR7-expressing cells, fluorescence antagonist assay; inhibition, % at 4.4 µM; in the data active = inhibition above about 16%, passing the limit was not always enough;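 also: cells stimulated with the agonist NPW; 0% = agonist with vehicle and 100% = vehicle without agonist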
Target sequence (P48145 whole entry, looked up): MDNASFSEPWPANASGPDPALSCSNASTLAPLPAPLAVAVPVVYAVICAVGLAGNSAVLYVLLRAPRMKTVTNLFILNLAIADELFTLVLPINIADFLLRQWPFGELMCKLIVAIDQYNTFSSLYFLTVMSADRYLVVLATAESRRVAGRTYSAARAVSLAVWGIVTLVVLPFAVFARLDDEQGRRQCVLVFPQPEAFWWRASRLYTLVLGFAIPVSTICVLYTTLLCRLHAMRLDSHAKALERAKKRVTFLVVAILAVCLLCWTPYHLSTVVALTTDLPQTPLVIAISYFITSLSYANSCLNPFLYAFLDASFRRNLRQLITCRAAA
GalR3 antag – GalR3 antagonists in HEK293 cells, primary screen, cell-based, fluorescence readout; hit rate 0.44% among 360,000; Galanin receptor type 3 (Homo sapiens), O60755; HEK293 GalR3-CNG cAMP membrane potential fluorescence; galR3 body fused to GalR1 C-terminus; inhibition, % at 3 µM;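 active = inhibition above the screen-wide average plus 3 SD, cut at about 13% in these data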;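 also: forskolin and galanin both at EC90 stimulate the cells; cAMP rise reported by CNG channel membrane potential dye signal; 0% = forskolin plus galanin with DMSO and 100% = forskolin alone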
V1aR counter – agonists of human V1a receptor, primary screen, counter-screen for OXTR agonist project, fluorescence, CHO-V1R cells | Vasopressin V1a receptor (Homo sapiens), P37288 | Fluo-8 calcium fluorescence, agonist mode; 0% DMSO, 100% 3 nM vasopressin | activation, % at 3 µM | hit rate 0.25% among 320,000;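 active = activation above the mean activation of all tested compounds plus 3 SD, per screening run, cut at about 20% in these data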;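 also: signal is peak over basal fluorescence ratio across a 100 second FLIPR read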
MEKK2wt PB1 HTS – modulators of MEK5 binding to wildtype MEKK2, primary screen, biochemical, multiplex bead flow cytometry, Alexa488-MEK5; Mitogen-activated protein kinase kinase kinase 2 (Homo sapiens), Q9Y2U5; Alexa488-MEK5 binding to MEKK2 WT; actives lie on both sides; binding response (% of control), % at 10 µM; hit rate 1.1% among 290,000; AID 1531, 2009; in the data active = binding response below about 67% or above about 130%
NALP1 inh – NALP1 inflammasome inhibitors in reconstituted yeast, colorimetric, S. cerevisiae, triplicate retest | S. cerevisiae NALP1/ASC/caspase-1 growth, X-gal OD620, 72 h | inhibition, % at 10 µM | hit rate 0.61% among 280,000 | AID 2071, 2009; in the data active = inhibition mostly above about 24%, no sharp cut-off; inactive = mostly below about 32%; also: some compounds called inactive have numbers as strong as hits
OXTR ag – human OXTR agonists, primary screen, fluorescence, CHO-OTR cells, Fluo-8 calcium. Fluo-8 calcium fluorescence; normalized: DMSO 0%, oxytocin 100%. hit rate 0.32% among 320,000. activation, % at 3 µM. Oxytocin receptor (Homo sapiens), P30559;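 active = activation above the mean of all tested compounds plus 3 SD, cutoff set per screening run, cut at about 20% in these data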;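 also: peak over basal fluorescence ratio from a 100 s FLIPR kinetic read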
MEKK2mut PB1 HTS – MEK5 binding signal on mutant MEKK2 PB1, primary screen, biochemical, multiplex bead flow cytometry, Alexa488-MEK5; hit rate 0.35% among 290,000; Alexa488-MEK5 binding to MEKK2 mutant; percent response, % at 10 µM; in the data active = percent response above about 24%, passing the limit was not always enough; also: inactives centre near 1; some results filed as inactive read as strong as hits; reference of the scale not given here
MEKK3 PB1 HTS – modulators of MEKK3-MEK5 PB1 binding, primary screen, biochemical, wildtype MEKK3, multiplex bead flow cytometry, Alexa488-MEK5 | bead-based flow cytometry, Alexa488-MEK5 binding to MEKK3; actives lie on both sides; 0 = blocked by unlabeled MEK5, 100 = vehicle | binding response (% of control), % at 10 µM | hit rate 1.4% among 290,000 | AID 1529, 2009;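 active = binding response more than 3 SD above or below the average of its plate-row segment, actives on both sides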;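 also: Alexa488 bead fluorescence after subtracting the streptavidin-only scavenger bead signal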
Target sequence (Q99759 whole entry, looked up): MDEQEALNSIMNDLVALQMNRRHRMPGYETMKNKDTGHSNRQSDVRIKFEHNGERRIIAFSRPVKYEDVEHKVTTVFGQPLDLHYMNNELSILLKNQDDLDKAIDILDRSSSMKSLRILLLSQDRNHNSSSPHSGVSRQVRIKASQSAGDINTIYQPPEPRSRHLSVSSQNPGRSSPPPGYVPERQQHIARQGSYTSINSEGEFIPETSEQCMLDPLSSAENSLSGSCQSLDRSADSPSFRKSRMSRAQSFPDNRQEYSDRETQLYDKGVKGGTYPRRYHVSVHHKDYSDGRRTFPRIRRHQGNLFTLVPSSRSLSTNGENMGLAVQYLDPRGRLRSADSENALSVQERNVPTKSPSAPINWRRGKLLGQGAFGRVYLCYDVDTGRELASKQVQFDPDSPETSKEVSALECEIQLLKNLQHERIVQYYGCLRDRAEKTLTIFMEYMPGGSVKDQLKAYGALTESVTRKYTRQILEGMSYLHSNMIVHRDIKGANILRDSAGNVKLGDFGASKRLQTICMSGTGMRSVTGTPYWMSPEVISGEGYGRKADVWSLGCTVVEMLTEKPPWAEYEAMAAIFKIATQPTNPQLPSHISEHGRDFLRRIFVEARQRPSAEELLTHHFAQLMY
* = called active by the depositor; . = no result given. Compounds as they come (roughly 5.4% active in at least one column).

SMILES	PHOSPHO1 inh	GPR7 antagonist	GalR3 antag	V1aR counter	MEKK2wt PB1 HTS	NALP1 inh	OXTR ag	MEKK2mut PB1 HTS	MEKK3 PB1 HTS
Cc1ccc(C2=Nc3c(ccc4ccccc34)C(c3ccncc3)=NN2)cc1	28.3	1.2	-4.5	.	93.0	-2.8	.	-8.0	94.0
Cc1csc2nc(CNC(=O)CCC(=O)O)cn12	13.1	-6.5	.	-0.2	109.0	.	0.0	11.0	106.0
COc1ccc(SCC(=O)Nc2ccc(N3CCN(C)CC3)c(F)c2)cc1	49.6	-9.1	-3.5	1.4	104.0	14.6	2.5	2.0	103.0
Cc1cccc(/C(N)=N/OC(=O)c2cccs2)c1	49.5	0.0	-1.8	-0.7	97.0	-7.8	-1.5	-2.0	101.0
Cn1ncc(Cl)c1C(=O)Nc1ccc(CN2CCCCC2)cc1	19.0	-4.8	-0.2	1.7	110.0	20.2	0.6	8.0	101.0
CCN(CC)C(=O)C1CCCN(C/C=C/c2ccccc2)C1 (configuration not stated)	-2.2	-2.7	-5.2	-0.5	97.0	29.5	-0.5	-3.0	94.0
Cc1ccccc1C(=O)/C=C1/SCC(=O)N1C	36.5	-9.8	-6.2	3.0	96.0	-25.4	0.5	-6.0	101.0
CC1(C)NC(=O)N(CCCOc2ccc3c(c2)CCC3)C1=O	-23.9	-10.1	-8.4	3.5	87.0	11.3	2.9	-5.0	82.0
COc1cccc(C(=O)C2CN(c3ccccc3)CC2c2ccc(Cl)cc2)c1 (configuration not stated)	-2.4	-14.1	-3.8	-0.1	98.0	12.3	-1.8	1.0	101.0
Nc1nc(C(F)(F)F)cc(=O)[nH]1	-3.1	-7.8	-3.4	-0.3	98.0	-14.3	1.9	-1.0	101.0
Cc1ccc(NC(=O)CSc2nccn2Cc2ccco2)c(C)c1	14.2	-11.5	-1.7	0.7	98.0	12.7	-0.6	-2.0	100.0
CCCC(=O)Nc1nnc(SCC(=O)Nc2nc(C)cs2)s1	28.7	1.7	-1.5	-0.4	112.0	15.8	0.1	9.0	115.0
Cc1nc(-c2nc(-c3c(C(=O)NNC(=O)Nc4cccc(Cl)c4)noc3C)cs2)cs1	22.5	-2.6	-4.7	1.8	93.0	.	-2.6	0.0	100.0
CC1CCCCN1C(=O)C12CCC(C)(/C(=N/O)C1)C2(C)C (configuration not stated)	1.0	-7.3	-2.8	-0.6	92.0	-12.9	0.2	0.0	98.0
Cc1ccc(C(=O)Nc2ccc(N3CCN(C(=O)c4cccs4)CC3)cc2)c(Cl)c1	0.1	-10.6	-10.3	6.1	97.0	9.3	4.7	1.0	103.0
O=C(Nc1nccs1)c1c(O)c2c([nH]c1=O)CCCC2	3.2	-1.6	-1.8	0.4	98.0	18.1	0.8	-5.0	95.0
COc1ccc(CCn2c(NCCCN3CCOCC3)nc3c2c(=O)[nH]c(=O)n3C)cc1	10.6	-0.8	-1.9	0.4	103.0	-5.0	-0.4	0.0	101.0
Cc1ccc(-n2nnnc2SCC(=O)Nc2ccccc2N2CCCCC2)cc1C	18.2	12.7	-4.4	-0.4	98.0	23.4	-0.6	-1.0	101.0
CCOc1ccc2c(c1)[nH]c(=S)n2C	79.0*	-8.2	-1.5	-0.4	93.0	-3.4	-1.7	-5.0	91.0
CCOC(=O)C1=C(C)N=c2s/c(=C/c3cccc(OCC(=O)O)c3)c(=O)n2C1c1ccc(F)cc1 (configuration not stated)	43.7	4.9	-6.0	0.5	102.0	-20.5	0.4	1.0	100.0
Cc1sc(C(C2C(=O)CC(C)(C)CC2=O)C2C(=O)CC(C)(C)CC2=O)cc1[N+](=O)[O-]	0.9	-1.9	-6.2	0.7	97.0	-1.0	-0.7	-1.0	102.0
COC(=O)c1cc(NC(=O)CC2NCCNC2=O)cc(C(=O)OC)c1 (configuration not stated)	-2.2	-5.2	-3.8	1.2	102.0	0.0	0.7	2.0	100.0
CC1(C(=O)O)CCC(C(=O)Nc2cccc(F)c2)C1(C)C (configuration not stated)	.	-10.3	-10.6	0.1	103.0	-43.6	-0.4	7.0	105.0
Cc1cc(C)cc(N=c2c([N+](=O)[O-])nn(-c3cccc(Cl)c3)n2O)c1	11.6	1.5	-7.9	-1.7	95.0	2.5	1.6	3.0	97.0
Cc1ccc(NC(=O)Cn2nc(C(=O)O)c3ccccc3c2=O)c([N+](=O)[O-])c1	13.0	-6.2	-6.1	1.6	95.0	5.4	0.3	-2.0	97.0
Cc1cc(/C=C(\C#N)C(=O)Nc2ccccc2F)c(C)[nH]1	32.8	-4.9	-7.0	0.7	96.0	12.7	1.8	-5.0	101.0
c1ccc(-c2nnc(SCCC3OCCCO3)o2)cc1	23.5	-0.8	-2.4	-0.3	.	0.3	-1.0	.	.
Cn1cnnc1SCC(=O)Nc1ccc(F)cc1	-7.4	-7.7	-9.5	0.0	97.0	10.8	0.3	2.0	99.0
COC(=O)c1nc(N)sc1C	43.9	-2.1	-1.8	0.1	94.0	15.1	0.5	-4.0	102.0
CCOC(=O)c1c(NC(=S)N2CCCCC2)sc2c1CCN(C(=O)OCC)C2	10.6	-7.5	2.2	-1.3	98.0	10.2	-1.6	-1.0	101.0
Cc1ccc(/C=C/C(=O)NCc2ccc(S(N)(=O)=O)cc2)o1	41.2	-1.4	-1.3	.	106.0	20.5	.	0.0	103.0
COc1ccc2cc(C(=O)O)ccc2c1	19.2	-12.0	-4.0	-0.5	99.0	3.0	0.1	-1.0	100.0
CCOc1ccc(NC(=O)c2cc(OC)nc3ccccc23)cc1	15.3	26.7	4.4	-0.5	106.0	11.5	-2.0	2.0	102.0
COc1ccc(CC(=O)NCCCSc2ccccc2)cc1OC	4.5	-1.4	-5.2	.	100.0	3.7	.	1.0	102.0
Cc1ccc(C(=O)Nc2ccccc2C(=O)N2CCOCC2)cc1[N+](=O)[O-]	-4.4	-8.2	-2.2	0.4	105.0	16.3	-0.9	3.0	101.0
COc1n[nH]c(C(=O)Nc2cc(Cl)ccc2Cl)c1[N+](=O)[O-]	32.3	0.7	-1.9	3.6	92.0	1.9	-1.9	-8.0	99.0
CCN1CCN(c2cc(C)c3cc(NC(=S)N4CCOCC4)ccc3n2)CC1	20.3	-9.1	-3.5	-0.1	128.0	19.6	2.8	11.0	110.0
Cc1cccn2cc(CCNC(=O)Cc3cccs3)nc12	-29.1	-13.7	-5.6	-0.4	104.0	-5.6	-0.1	5.0	102.0
COc1ccc(N2CCOCC2)c(NC(=O)c2cccc3ccccc23)c1	.	-13.0	-6.0	-1.7	105.0	-30.7	-2.5	1.0	104.0
CCOC(=O)c1c(C2COc3ccccc3O2)csc1N (configuration not stated)	19.3	-6.4	-2.7	-0.7	105.0	20.4	-2.0	3.0	102.0
CCOc1ccccc1-n1c(C)nc2cc(C(=O)O)ccc21	-15.8	27.5*	-2.4	-1.1	96.0	-0.5	0.9	-1.0	103.0
CCCCCCCCS(=O)C1CS(=O)(=O)CC1O (configuration not stated)	-5.3	-12.9	-4.0	-1.4	86.0	4.8	-0.3	-25.0	84.0
NS(=O)(=O)c1ccc(CCNCc2ccccc2OCc2ccc(F)cc2)cc1	33.0	24.1	-15.8	8.6	111.0	31.0	8.8	3.0	101.0
CN(C)c1ccc(/C=N/NC(=O)C(=O)N2CCCCCC2)cc1	22.5	-10.5	-8.1	1.2	97.0	11.6	1.0	0.0	101.0
O=C(NCc1ccco1)c1cccc(F)c1	16.5	-7.9	0.5	-0.3	101.0	6.4	0.2	2.0	103.0
COc1ccc(S(=O)(=O)N2CCOCC2)cc1NC(=O)Cc1ccc(Cl)c(Cl)c1	-3.3	4.5	-3.3	0.9	105.0	27.1	0.4	-2.0	95.0
CCc1ccc(C(=O)N2CCN(c3ccc(NC(=O)c4cccnc4)cc3)CC2)cc1	-23.1	9.4	-3.0	3.4	100.0	19.6	1.2	-4.0	102.0
CCOC(=O)C(C(=O)Nc1nc2ccccc2s1)C1CCCCC1 (configuration not stated)	1.3	-6.2	-8.4	-1.4	100.0	7.7	-2.6	-2.0	101.0
CCOC(=O)C(CC)(CCC(=O)O)c1csc(Nc2ccc(C)cc2)n1 (configuration not stated)	32.8	-3.9	1.8	-0.3	93.0	10.3	-0.3	-8.0	101.0
Cc1ccc(S(=O)(=O)N2C(=O)CCC2C(=O)O/N=C(\N)c2ccccc2)cc1 (configuration not stated)	26.3	-6.0	-4.4	1.1	101.0	-12.5	-0.1	8.0	101.0
CNS(=O)(=O)c1cccc(C(=O)Nc2cccnc2)c1	30.1	-6.6	-2.0	-0.2	113.0	-1.5	0.6	9.0	111.0
CC(C)NC(=O)CSc1nnc2sc3ccccc3n12	29.0	0.6	.	-0.3	97.0	38.9	1.2	-4.0	91.0
CCOc1nc(SCCOc2ccc(Cl)cc2Cl)nc(N(C)C)n1	-7.4	-10.5	-7.8	1.4	102.0	36.2	-0.6	0.0	104.0
CCN(C(=O)CSc1nc2cc(C(=O)O)ccc2c(=O)n1Cc1ccccc1)c1ccccc1	5.5	-3.5	-2.7	1.3	97.0	10.0	-0.3	-2.0	100.0
CCn1c(=O)cc(OCC(=O)N2CCN(C(=O)c3ccco3)CC2)c2ccccc21	17.4	15.0	0.1	1.2	101.0	4.0	1.5	-3.0	100.0
O=C(CCN1CCCCCC1)c1ccccc1	17.5	12.1	-2.1	1.6	105.0	4.6	0.6	3.0	104.0
COc1cccc(C2NC(CC(C)C)(C(=O)O)C3C(=O)N(Cc4ccccc4)C(=O)C23)c1O (configuration not stated)	22.3	-2.9	-2.6	0.0	101.0	6.0	0.5	0.0	105.0
CC(=O)c1cnc(SCc2ccc(Cl)cc2)nc1C	24.5	4.9	-2.2	-0.8	99.0	16.2	-2.3	-1.0	98.0
CCOC(=O)c1ccc(S(=O)(=O)N2CCN(CC(O)COc3ccc(C#N)cc3)CC2)cc1 (configuration not stated)	31.6	9.7	-8.8	9.9	105.0	2.3	10.5	3.0	102.0
Cc1ccc(N2CC3=C(C2=O)C(c2ccccc2)NC(=O)N3C)cc1 (configuration not stated)	8.7	3.6	3.4	1.5	106.0	-8.3	0.6	7.0	106.0
CCOC(=O)N1CCC(NS(=O)(=O)c2ccc3c(c2)CCN3C(C)=O)CC1	13.9	-17.6	11.7	5.5	101.0	-6.7	4.9	1.0	99.0

Compound profiles, from the list above. Order of screens: PHOSPHO1 inh | GPR7 antagonist | GalR3 antag | V1aR counter | MEKK2wt PB1 HTS | NALP1 inh | OXTR ag | MEKK2mut PB1 HTS | MEKK3 PB1 HTS
Results for `CCn1c(=O)cc(OCC(=O)N2CCN(C(=O)c3ccco3)CC2)c2ccccc21` = 17.4 | 15.0 | 0.1 | 1.2 | 101.0 | 4.0 | 1.5 | -3.0 | 100.0
Results for `CCOc1nc(SCCOc2ccc(Cl)cc2Cl)nc(N(C)C)n1` = -7.4 | -10.5 | -7.8 | 1.4 | 102.0 | 36.2 | -0.6 | 0.0 | 104.0
Results for `CNS(=O)(=O)c1cccc(C(=O)Nc2cccnc2)c1` = 30.1 | -6.6 | -2.0 | -0.2 | 113.0 | -1.5 | 0.6 | 9.0 | 111.0
